CHX counter – Cycloheximide Counterscreen for Small Molecule Inhibitors of Shiga Toxin; cell reporter, cycloheximide protein synthesis inhibition counterscreen; max response, %; actives 12% (n = 300,000); AID 2314, 2010; in the data active means max response mostly above about 13%, no sharp cut-off; inactive means mostly below about 14%; further: read at 38.3 µM for the half of the compounds with a filed dose; 0% is about no effect
TbPYK inhibitor – qHTS of Trypanosoma Brucei Inhibitors. actives 0.12% (n = 410,000). TbPYK enzyme, Kinase-Glo Plus ATP luminescence, 45 min. pyruvate kinase (Trypanosoma brucei), Q57TT1. Potency, µM (series often up to 76.8 µM), for inactives: at the top dose activity, negative = inhibition, hits mostly inhibitors; further: potency means the concentration at half of the fitted maximal effect; on the % scale 0 is the no-effect control and ±100 the full control effect; nearly all actives have a fitted effect of over 50% in size
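Enzyme and substrate buffer are dispensed first and compound is pin-transferred. ADP at 130 uM final then starts the reaction, which runs 45 min at room temperature. Detection reagent is added for 10 min before luminescence is imaged.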
AmpC inh no detg – qHTS Inhibitors of AmpC Beta-Lactamase (assay without detergent) | actives 0.52% (n = 330,000) | P00811 | AmpC nitrocefin hydrolysis, absorbance 480 nm, 0.0001% Triton | Potency, µM (top dose mostly 57.1 µM), inactives show top-dose activity change, negative = inhibition, hits mostly inhibitors;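 further: potency means the concentration at half of the fitted maximal effect; plate controls were no compound for no effect and no enzyme for full effect; nearly all actives have a fitted effect of over 20% in size; some results filed as inactive show a strong effect at the top dose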
Target sequence (P00811 whole entry, looked up): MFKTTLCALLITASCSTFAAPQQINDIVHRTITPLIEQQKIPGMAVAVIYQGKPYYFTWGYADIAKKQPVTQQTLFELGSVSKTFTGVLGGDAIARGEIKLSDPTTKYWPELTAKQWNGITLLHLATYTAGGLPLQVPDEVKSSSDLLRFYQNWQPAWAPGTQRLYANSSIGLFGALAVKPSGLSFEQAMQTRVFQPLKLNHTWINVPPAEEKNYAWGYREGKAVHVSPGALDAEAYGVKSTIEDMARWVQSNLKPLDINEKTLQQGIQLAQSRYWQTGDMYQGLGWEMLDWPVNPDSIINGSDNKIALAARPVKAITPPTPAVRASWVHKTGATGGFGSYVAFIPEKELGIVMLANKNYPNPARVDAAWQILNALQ
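20 mM phosphate pH 7.0 + 0.01% (detergent screen) or 0.0001% Triton X-100; 5.3 nM AmpC reagent; cpd preinc 15 min RT; nitrocefin (800 uM stock) to start; A480 q20 s × 4 min; Activity was normalised to no-enzyme and no-compound control wells.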
Pf growth 96h – Primary qHTS for delayed death inhibitors of the malarial parasite plastid, 96 hour incubation. AID 504834, 2011. P. falciparum luciferase reporter growth, 96 h. actives 6.9% (n = 320,000). Potency, µM (series often up to 28.7 µM), inactives show top-dose activity change, negative = inhibition, actives largely listed as inhibitors; further: potency means the concentration at half of the fitted maximal effect; on the % scale 0 is the no-effect control and ±100 the full control effect
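P. falciparum expressing integrated firefly luciferase grown in erythrocytes (2% hematocrit, 0.05% parasitemia final) with compounds for 96 hours at 37 C, 5% CO2. Growth inhibition read as loss of luminescence after adding luciferase detection reagent.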
Pf growth 48h – Primary qHTS for delayed death inhibitors of the malarial parasite plastid, 48 hour incubation | P. falciparum luciferase growth in erythrocytes, 48 h | Potency, µM (series often up to 28.7 µM), for the others: at the highest dose activity change, negative = inhibition, usual class: inhibitors | actives 5.9% (n = 310,000) | AID 504832, 2011; further: potency means the concentration at half of the fitted maximal effect; on the % scale 0 is the no-effect control and ±100 the full control effect
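Erythrocytes infected with P. falciparum carrying an integrated firefly luciferase reporter (2% hematocrit, 0.1% parasitemia final) were exposed to compounds in RPMI 1640 with 0.5% Albumax at 37 C, 5% CO2. Growth inhibition was scored as reduced luminescence.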
LmPK inhibitor – qHTS Assay for Inhibitors of Leishmania Mexicana Pyruvate Kinase (LmPK); Q27686; purified LmPK, Kinase-Glo ATP luminescence, 1 h; Potency, µM (highest dose often 57.5 µM), inactives show at the top dose activity change, negative = inhibition, actives largely listed as inhibitors; actives 0.37% (n = 290,000); AID 1721, 2009; further: potency means the concentration at half of the fitted maximal effect; on the % scale 0 is the no-effect control and ±100 the full control effect
Target sequence (Q27686 whole entry, looked up): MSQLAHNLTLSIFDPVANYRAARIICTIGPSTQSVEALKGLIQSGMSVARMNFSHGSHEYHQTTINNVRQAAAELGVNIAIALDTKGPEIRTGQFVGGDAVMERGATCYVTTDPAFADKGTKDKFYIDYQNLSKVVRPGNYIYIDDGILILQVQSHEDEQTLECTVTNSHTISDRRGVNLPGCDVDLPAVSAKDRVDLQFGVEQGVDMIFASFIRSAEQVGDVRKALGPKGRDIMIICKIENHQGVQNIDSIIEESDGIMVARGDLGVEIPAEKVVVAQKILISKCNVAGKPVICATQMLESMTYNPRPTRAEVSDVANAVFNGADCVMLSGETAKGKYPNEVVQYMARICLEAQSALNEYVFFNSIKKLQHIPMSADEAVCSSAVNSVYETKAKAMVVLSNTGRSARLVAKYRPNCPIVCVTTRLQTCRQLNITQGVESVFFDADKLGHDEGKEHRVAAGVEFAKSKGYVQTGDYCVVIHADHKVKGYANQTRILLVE
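Purified LmPK (0.1 nM) converted ADP (0.1 mM) to ATP with PEP (0.5 mM) in imidazole buffer pH 7.2 with KCl and MgCl2, 1 h at room temperature. ATP was read by Kinase-Glo luminescence; data normalized to uninhibited and no-enzyme controls.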
Shiga inhibitor – A qHTS for Small Molecule Inhibitors of Shiga Toxin. Vero cells, Shiga toxin protein synthesis inhibition reporter. inhibition, % at 38.7 µM. actives 9.2% (n = 290,000). AID 2315, 2010; in the data active means inhibition mostly above about 28%, no sharp cut-off; inactive means mostly below about 43%; further: 0% is about no effect
Numbers without * were called inactive; ? = inconclusive; / = no result given; & = joins results of further samples; [ ] = another dose, or the depositor's remark. Unless noted, the call rests on the fitted dose curve; in most records, active means well fitted curve in the direction sought with a large enough effect; inconclusive means small, poorly fitted or top-dose-only effect, or another doubt; inactive means no such curve, though single readings can be large; an effect the other way counts as inactive or inconclusive.

molecule,CHX counter,TbPYK inhibitor,AmpC inh no detg,Pf growth 96h,Pf growth 48h,LmPK inhibitor,Shiga inhibitor
Cc1cc(NC(=O)c2ccc([N+](=O)[O-])cc2Cl)ccc1NC(=O)c1ccco1,-2,4%,-8%,?,10%,0%,-13
CC(C(=O)Nc1cc(C(F)(F)F)ccc1N1CCOCC1)N1C(=O)C2CC=CCC2C1=O (centres undefined),-3,1%,13%,/,-8%,3%,-9
Cc1cccc(NC(=O)C2CCN(C(=O)c3ccccc3C)CC2)n1,/,-4%,-3%,-21%,-1%,/,/
Nc1cc(-c2cccc(F)c2)nn1S(=O)(=O)c1cccc2nsnc12,-1,-6%,?,1.7µM*,-17%,2%,-5
CCOc1ccc(OCCSc2nc3ccccc3n2CC(=O)O)cc1,-2,3%,-31%,?,-7%,-1%,2
O=[N+]([O-])c1ccccc1/C=C/c1ccc2ccccc2n1,40*,2%,-3%,?,21%,-9%,48*
Cc1ccc(N2C(=O)CC(Nc3cccc4ccccc34)C2=O)cc1 (centres undefined),15,0%,-35%,26%,18%,0%,27
CCN(CC)C(=O)c1ccc(CS(=O)(=O)c2ccc(Br)cc2)cc1,-3,-5%,18%,?,20%,1%,/
COC(=O)c1sc(NC(=S)NC(=O)c2cc(OC)c(OC)c(OC)c2)nc1C,-1,1%,-11%,0%,8%,-1%,-7
Cc1cc(C)c(C(=O)Cn2nc(C(=O)O)c3ccccc3c2=O)cc1C,7,1%,-29%,2%,19%,7%,50
Cc1nnc(SCCn2c(N3CCC(C)CC3)nc3c2c(=O)[nH]c(=O)n3C)s1,2,-1%,/,/,-7%,-1%,-7
CCCOc1ccc(C2NC(=S)NC(c3ccccc3)=C2C(=O)Nc2ccc(C)cc2)cc1OC (centres undefined),13,-4%,-16%,-21%,2.6µM*,6%,0
COc1ccc(OCC(=O)Nc2ccc(S(=O)(=O)N3CCCCCC3)cc2)cc1,-4,-2%,-23%,108%[activator],?,-7%,-3
Cc1ccc(S(=O)(=O)N2CCCCC2)cc1NC(=O)CSc1ncccn1,/,-9%,-19%,13%,20%,/,/
CCOC(=O)Nc1ccc2c(c1)Sc1ccccc1N2C(=O)CCN1CCOCC1,-4,-3%,139%[activator],27%,-17%,4%,9
OCC1OC(n2cnc3cc(Cl)c(Cl)cc32)C(O)C1O (centres undefined),-5,6%,/,/,/,/,-10
Cc1cccc(NC(=O)c2ccc(Cl)c(S(=O)(=O)N3CCc4ccccc43)c2)n1,/,2%,-16%,12µM*,12µM*,/,/
Nc1n[nH]c2cccc(Cl)c12,-3,4%,-24%,33%[activator],40%[activator],-4%,-13
COC(=O)NNC(=S)Nc1ccc(Br)cc1,2,-10%,-25%,?,-2%[5.75 µM],0%,-8
COc1ccccc1CC(=O)Nc1ccc(-c2noc(COc3ccc(Cl)c(C)c3)n2)cc1,-3,-14%,-16%,-12%,/,3%,-4
c1ccc2c(c1)sc1nnnn12,8,1%,49%,96%[activator],42%[activator],3%,-4
Cc1ccc(S(=O)(=O)CCNC(=O)Cc2ccccc2)cc1,-2,-17%,-13%,0%,0%,3%,-1
O=S(=O)(c1ccc2c(c1)OCCO2)C1CCC(S(=O)(=O)c2c(F)cccc2F)CC1 (centres undefined),/,0%,-28%&-14%,14%,-16%,/,/
COc1ccc(CNC(=O)CC2C(=O)NCCN2CC(C)(C)C)c(OC)c1 (centres undefined),-3,2%,10%,10µM*,-8%,2%,-4
CC(=O)Nc1ccc(S(=O)(=O)N2CCC(C(=O)c3ccc(F)cc3)CC2)cc1,-3,10%,-11%,20%,-15%,1%,-6

Structures shown so far that contain an NH in an aromatic ring:
molecule,CHX counter,TbPYK inhibitor,AmpC inh no detg,Pf growth 96h,Pf growth 48h,LmPK inhibitor,Shiga inhibitor
Cc1nnc(SCCn2c(N3CCC(C)CC3)nc3c2c(=O)[nH]c(=O)n3C)s1,2,-1%,/,/,-7%,-1%,-7
Nc1n[nH]c2cccc(Cl)c12,-3,4%,-24%,33%[activator],40%[activator],-4%,-13

Remaining list, next part:
molecule,CHX counter,TbPYK inhibitor,AmpC inh no detg,Pf growth 96h,Pf growth 48h,LmPK inhibitor,Shiga inhibitor
Cc1cc(C(=O)NC2CCCCC2)c(C)n1-c1ccc(F)cc1,46*,3%,-14%,0%,50%[activator],-4%,77*
CC(=O)c1ccc(N2CCN(C(=O)c3cn(Cc4ccccc4)nc3-c3cccnc3)CC2)c(F)c1,/,-8%,135%[activator],9.3µM*,13µM*,/,/
Cc1c(C(=O)OCC(=O)N(C)Cc2ccccc2)oc2ccccc12,/,-2%,0%,44%[activator],-15%,/,/
COc1ccccc1/C=C\C(=O)NCC(=O)N/N=C/c1ccc(O)cc1O,-1,0%,-38%,10%,?,3%,36
CCCOc1ccc(-c2c(C(=O)N/N=C/c3ccc(C)cc3)nnn2-c2nonc2N)cc1,11,-3%,-45%,-8%,0%,2%,7
CCOc1ccc(C(=O)Nc2ccc(S(=O)(=O)Nc3cc(C)on3)cc2)cc1,-6,-2%,-36%,2.9µM*,6%,2%,-6
CCOC(=O)c1ccc(NC(=S)N(CCCN2CCCC(C)C2)Cc2ccco2)cc1 (centres undefined),-1,4%,54%,?,?,-1%,-9
CC1CCCN(C(=O)Cc2cccc3ccccc23)C1 (centres undefined),20,-4%,7%,?,20%,-4%,4
CCn1c(O)c(N=NC(=O)C2C(=O)NCC2c2ccccc2)c2ccccc21 (centres undefined),-7,2%,-24%,11%,8%,1%,-5
CC(C)CCn1c(N2CCN(Cc3ccccc3)CC2)nc2c1c(=O)[nH]c(=O)n2C,-2,/,-2%,?,?,2%,28
Cc1ccccc1NC(=S)N(CCc1c(C)[nH]c2ccc(F)cc12)Cc1cccnc1,-3,-3%,-3%,?,?,9%[11.5 µM],-3
CC1=CC(C)(C)n2c(O)c(C3=NC(=S)NC3=O)c3cc(OC(=O)c4cccc5ccccc45)cc1c32,7,0%,-28%,0%,-12%,-2%,-14
Cc1cccc(S(=O)(=O)NCCC(=O)OC(C)C(=O)NC(=O)NC2CCCCC2)c1 (centres undefined),-2,-5%,0%,54%[activator],15%,6%,-9
COc1ccc(C)cc1NS(=O)(=O)c1cn(C)nc1C,-1,6%,3%,-46%[5.75 µM],7%,1%,27
COCc1cc(=O)[nH]c(N2CCN(c3ccccc3OC)CC2)n1,-3,3%,4%,8.3µM*,0%,2%,-9
O=C(CCS(=O)(=O)c1ccccc1)NC1CCCC1,49*,4%,-4%,8%,122%[activator],-8%,55*
C=CCOc1ccc(CNc2ccc(NC(=O)CC(C)C)cc2)cc1OC,-2,-3%,-18%,?,-17%,0%,-2
CC1=NN(C(N)=S)C(=O)C1N=Nc1ccccc1C (centres undefined),11,4%,-29%,0%,?,-6%,38
O=C(COC(=O)/C=C/c1ccc([N+](=O)[O-])cc1)NCc1ccccc1,-2,2%,-19%,-21%,13%,0%,-8
CCOC(=O)c1ccc(NC(=O)c2nc(S(=O)(=O)Cc3ccccc3)ncc2Cl)cc1,14,5%&-6%,-26%,1%,36%[activator],-10%,8
NC(N)=NS(=O)(=O)c1ccc(NC(=S)NC(=O)/C=C/c2cccs2)cc1,6,0%,-39%,-1%,6%,11%,6
O=C(c1ccc(F)cc1)N1CCCCC(Sc2nnnn2-c2ccccc2)C1=O (centres undefined),-6,-7%,-32%,3%,-10%,1%,15
Cc1ccc(C)c(-c2nnc(NC(=O)c3ccc([N+](=O)[O-])o3)o2)c1,/,-10%,-20%,9.3µM*,9.3µM*,/,/
COc1ccc(CNC(=O)c2[nH]c(C)c(C(C)=O)c2C)cc1,-1,0%,-43%,?,15µM*,-3%,18
CCOc1cc2[nH]c(=O)n(CCCN3CCN(c4ccc(OC)cc4)CC3)c(=O)c2cc1OCC,2,0%,-1%,?,?,2%,-9
CSc1ccccc1NC(=O)c1ccco1,-2,-12%,-16%,?,/,15%,2
CCN(CC)CCn1c2c(c(SCC(=O)Nc3cc(C)ccc3C)nc1=O)CCC2,/,-4%,-18%,?,?,/,/
Clc1cccc(N2CCN(c3nnnn3-c3ccccc3)CC2)c1,-1,1%,1%,-2%,-4%,2%,-8
CN(C)C1=NC[C@H](Cc2ccccc2)N1CCc1cccc(F)c1,/,6%,4%,?,?,/,/
CCOC(=O)CCC(NC(=O)CCCC(=O)NC(CCC(=O)OCC)C(=O)OCC)C(=O)OCC (centres undefined),1,-19%,-3%,-5%,2%,4%,-8
O=C1CN(C(=O)COC(=O)c2ccc(Cl)cc2)c2ccccc2N1,/,-3%,-7%,0%,0%,/,/
CN(Cc1ccco1)S(=O)(=O)c1nnc(NC(=O)c2cccc(Cl)c2)s1,36*,?,-48%,40%[activator],25%,5%,64*
O=C(NCCOc1ccccc1F)c1ccccc1SCc1ccc(F)cc1,-1,0%,-1%,-1%,1%,3%,-3
C=CCOc1ccccc1CNc1ccccc1C,10,-3%,-50%,218%[activator],15%,-2%,-2
CCSc1nnc(-c2ccc(S(=O)(=O)N3CCCC3)cc2)n1C,9,13%,0%,-52%,?,0%,67*
COc1ccc(NC(=S)NC2CCCCCC2)c(OC)c1,-10,9%,-19%,3%,?,1%,48*
COc1ccc(CCN=C(C)c2cc(C)c(C)cc2O)cc1OC,-3,0%,-17%,47%[activator],-17%,-3%,-5
COc1cc(/C=C2/C(=N)N3C(=NC2=O)SN=C3S(C)(=O)=O)ccc1OC(=O)c1ccco1,32,-14%,-35%,-6%,-2%,-2%,-2
CC(=O)Nc1ccc(NC(=O)C2C3CCC(C3)C2C(=O)O)cc1 (centres undefined),-3,-5%,5%,22%,-7%,0%,14
COc1ccc(C2CCCN2C(=S)Nc2cccc(C)c2C)cc1OC (centres undefined),-1,5%,1%,?,12µM*,8%,53
Cn1c(SCc2nc3ccccc3s2)nnc1-c1ccc2c(c1)OCO2,39*,-8%,-48%,17%,-8%,-4%,59*
O=C(CN(c1ccc(Cl)cc1)S(=O)(=O)c1ccc(Cl)c([N+](=O)[O-])c1)NCCc1ccc(F)cc1,-7,29%,32µM*,12µM*,?,-1%,-11
CSc1ccc(S(=O)(=O)NCCSc2ccccn2)cc1,0,-4%,-45%,-3%,13%,0%,-10
CC(C)Nc1ncnc2c1cnn2Cc1ccccc1Cl,-5,5%,0%,-13%,-6%,2%,-10
COC(=O)c1cc(NC(=O)c2ccccc2)c(=O)oc1C,13,-1%,-15%,44%[activator],0%,0%,22

Screens from PubChem.

Compounds as they come (roughly 22% active in at least one column).
